# Source: PubChem
# proCasp3 act: procaspase-3 (human) activation | recombinant procaspase-3 D3A, Ac-DEVD-pNA absorbance 405 nm | activation, % at 8.5 µM | 330,000 compounds, 0.11% hits;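 active = activation above the mean of all tested compounds plus 3 SD, cut at about 21% in these data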;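 also: 0% = DMSO alone and 100% = DMSO wells spiked with extra 5 µM PC-3 D3A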
# Target sequence (P42574 whole entry D9A/D28A/D175A): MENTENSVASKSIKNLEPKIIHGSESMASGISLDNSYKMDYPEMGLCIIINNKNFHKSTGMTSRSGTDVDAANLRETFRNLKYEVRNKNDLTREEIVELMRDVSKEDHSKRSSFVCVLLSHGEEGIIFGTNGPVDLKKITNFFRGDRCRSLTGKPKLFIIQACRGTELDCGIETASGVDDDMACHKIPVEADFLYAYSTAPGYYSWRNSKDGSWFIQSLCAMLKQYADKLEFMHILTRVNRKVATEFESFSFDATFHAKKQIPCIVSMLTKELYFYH
#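 Compound: 8.5 µM single point, 0.8% DMSO / Material: Autoprocessing-dead procaspase-3 D3A mutant enzyme / Timing: 1 h preincubation plus 2 h reaction at 25 °C / Medium: Zinc-free HEPES/NaCl buffer with 0.01% Triton X-100 at pH 7.4 / Technique: 405 nm absorbance of p-nitroaniline, reads at 0 and 120 min / Repeats: one well per compound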
# JMJD2C inh: human JMJD2C demethylase inhibition | Q9H3R0 | 330,000 compounds, 0.069% hits | inhibition, % at 2.35 µM | GST-JMJD2C(1-420) H3K9me3 demethylation, DELFIA europium | AID 2099;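 active = more than half of a compound's replicate wells show inhibition beyond 50%, single wells judged on their own value; inconclusive = some, but no more than half, of replicates pass 50% inhibition; inactive = no replicate passes 50% inhibition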;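 also: signal counts dimethyl H3K9 product captured on neutravidin plate; 0% = median of DMSO wells and 100% = 0.3 times that DMSO median; strong numbers were not always called active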
# core dimer inh: HCV core protein dimerization inhibition; TR-FRET GST/Flag-core106 dimerization, 1536-well; inhibition, % at 5 µM; 300,000 compounds, 0.33% hits;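 active = inhibition above the mean of all tested compounds plus 3 SD, set per screening campaign, cut at about 45% in these data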
#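 System: GST-tagged and Flag-tagged HCV core protein residues 1-106 / Input: core106 proteins, GST 13.5 nM and Flag 17 nM / Buffer or medium: KF-containing HEPES buffer, pH 7.45, DTT, CHAPS, BSA / Probe or stimulus: Eu-anti-GST and XL665-anti-Flag labelled anti-tag antibodies / Schedule: 4 h, 22.5 °C incubation / Technique: TR-FRET 671 and 617 nm emission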
# Efflux pump inh: blocks antifungal efflux pumps in multiplex yeast assay; inhibition, % at 10 µM; S. cerevisiae Candida pump triplex, Nile Red efflux; 330,000 compounds, 0.44% hits;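 active = plate passing quality check with inhibition over a set limit, or well fluorescence over plate mean plus 4 SD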;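 also: Nile Red retained in pooled yeast measured as flow cytometry median fluorescence; 0% = buffer negative control and 100% = Enniatin B positive control; higher means more Nile Red kept so more efflux inhibition; some compounds called inactive have numbers as strong as hits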
# PP5 inh: inhibitors of human protein phosphatase 5 (PP5). P53041. inhibition, % at 6.7 µM. purified PP5c, OMFP substrate fluorescence. 320,000 compounds, 0.18% hits. AID 1987;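 active = inhibition above the campaign's mean inhibition across all tested compounds plus 3 SD, cut at about 9.5% in these data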;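 also: 0% = DMSO only and 100% = 100 µM cantharidin control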
# Target sequence (P53041 whole entry, looked up): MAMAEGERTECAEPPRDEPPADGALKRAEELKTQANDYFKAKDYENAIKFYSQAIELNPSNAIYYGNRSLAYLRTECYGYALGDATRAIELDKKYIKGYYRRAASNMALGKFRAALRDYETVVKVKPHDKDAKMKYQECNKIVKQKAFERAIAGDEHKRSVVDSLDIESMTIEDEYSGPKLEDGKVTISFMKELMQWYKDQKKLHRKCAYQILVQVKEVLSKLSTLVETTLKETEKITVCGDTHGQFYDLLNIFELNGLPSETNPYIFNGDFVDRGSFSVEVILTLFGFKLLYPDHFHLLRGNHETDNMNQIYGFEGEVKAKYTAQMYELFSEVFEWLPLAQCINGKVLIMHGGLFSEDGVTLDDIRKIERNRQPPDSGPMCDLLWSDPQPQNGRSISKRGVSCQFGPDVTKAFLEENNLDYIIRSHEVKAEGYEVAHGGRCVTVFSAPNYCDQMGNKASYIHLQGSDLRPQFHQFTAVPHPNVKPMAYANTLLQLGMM
# procasp7 counter: counter-screen: procaspase-7 (human) activation; recombinant procaspase-7, Ac-DEVD-pNA absorbance 405 nm; D23A/D198A/D206A triple mutant, cannot self-cleave; scale: DMSO 0, 5 µM enzyme 100; activation, % at 8.5 µM; AID 463210; P55210; 330,000 compounds, 0.093% hits;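 active = percent activation above the screen-wide mean plus 3 SD, cut at about 25% in these data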
# Target sequence (P55210 whole entry D23A/D198A/D206A): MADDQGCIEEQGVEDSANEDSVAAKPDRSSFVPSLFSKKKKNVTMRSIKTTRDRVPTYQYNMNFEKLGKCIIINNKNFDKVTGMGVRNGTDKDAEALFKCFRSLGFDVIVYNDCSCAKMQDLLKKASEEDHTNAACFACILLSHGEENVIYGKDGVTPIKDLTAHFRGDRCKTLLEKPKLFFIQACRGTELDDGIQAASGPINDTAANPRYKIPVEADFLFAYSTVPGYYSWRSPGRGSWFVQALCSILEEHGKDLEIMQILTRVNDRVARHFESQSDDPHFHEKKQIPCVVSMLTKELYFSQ
#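 Assay system – Uncleavable procaspase-7 mutant enzyme · Quantity – 2 µM procaspase-7 mutant as dispensed · Times – 1 h preincubation, 2 h reaction · Dosing – single nominal 8.5 µM compound dose, 0.8% DMSO final · Buffer or medium – Zinc-free 50 mM HEPES buffer, pH 7.4, with NaCl and Triton X-100 · Detection – Epi-absorbance of released pNA at 405 nm, two timepoints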
# PP1 inh: counter-screen for PP5 inhibitors: inhibitors of human PP1-alpha | inhibition, % at 6.7 µM | P62136 | 320,000 compounds, 0.9% hits | purified PP1alpha, OMFP fluorescence | AID 2235;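 active = inhibition above the mean inhibition of all tested compounds plus 3 SD, computed separately for each screening campaign, cut at about 15% in these data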
# CTSL1 counter: blocks F. hepatica cathepsin L1 in PFM18AAP counter-screen; recombinant F. hepatica cathepsin L1, Z-Leu-Arg-MCA fluorescence; 300,000 compounds, 0.49% hits; inhibition, % at 5.96 µM;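 active = inhibition above the mean of all tested compounds plus 3 SD, set per screening campaign, cut at about 17% in these data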;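 also: 0% = plate median of test compound wells and 100% = 1 µM Z-Phe-Ala-diazomethylketone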
# TPT1 inh: inhibitors of Candida albicans tRNA 2'-phosphotransferase TPT1; recombinant caTPT1, FP RNA substrate dephosphorylation; inhibition, % at 5 µM; AID 1962; 300,000 compounds, 0.81% hits;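 active = inhibition above the mean of all tested compounds plus 3 SD, set per screening campaign, cut at about 24% in these data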;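 also: plate controls were DMSO alone for no effect and ferristatin control at 100 nM for full effect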
# * = called active by the depositor; ? = inconclusive; / = not tested or not shown; & = joins results of further samples.
SMILES,proCasp3 act,JMJD2C inh,core dimer inh,Efflux pump inh,PP5 inh,procasp7 counter,PP1 inh,CTSL1 counter,TPT1 inh
O=C(Cc1c(F)cccc1Cl)N1CCN(C(=O)c2ccco2)CC1,7,6,2,-0.2,-0.5,-1,-1,-1,0
O=C(COC(=O)c1ccccc1NC(=O)c1ccco1)NC1CC1,0,-1,6,0.1,0.8,7,-1,-3,2
COc1cc(SC)ccc1C(=O)NCCOc1ccc(F)cc1,7,6,-1,-0.1,3.3,0,0,2,-2
COCCNC(=O)C(c1ccccc1C)N(CCOC)C(=O)Cn1nnc2ccccc21 (configuration not stated),-3,16,-3,-0.1,-0.6,3,-5,-3,-6
Cc1cc(/C=C(/C#N)C(=O)Nc2ccccc2)c(C)n1-c1cccnc1,-16,-1,-1,-0.2,3.2,-4,3,1,-4
CC(C)c1ccccc1NCC(=O)N1CCN(Cc2ccccc2)CC1,-8,-4,-3,-0.4,0.2,-2,1,0,0
CC1CCCC(NC(=O)C2CC(=O)N(Cc3ccccc3)C2)C1C (configuration not stated),-10,14,5,0.1,-1.0,-1,-1,1,3
COc1ccc(NC(=O)CN2CCC3(O)CCCCC3C2c2cc(OC)ccc2OC)cc1 (configuration not stated),4,-6,6,0.0,4.3,-6,-1,-1,-5
Clc1ccc(-c2cc3ccccc3nc2N2CCCC2)cc1,-5,25,-8,0.8,2.6,7,-4,0,-2
C[C@H](CO)N1C[C@H](C)[C@@H](CN(C)C(=O)NC2CCCCC2)Oc2ccc(NS(=O)(=O)c3cn(C)cn3)cc2C1=O,1,4,/,0.2,/,7,/,/,/
O=S(=O)(NCC(c1cccnc1)N1CCN(Cc2ccccc2)CC1)c1ccc(F)cc1 (configuration not stated),-2,?,-3,0.0,0.0,11,-3,0,0
C/C=C(\C)CN1CCCC(N(C)CCc2ccc(OC)c(OC)c2)C1 (configuration not stated),7,-7,0,0.0,-1.0,6,0,-4,-6

# In the list so far, these contain a furan ring, fused or not.
SMILES,proCasp3 act,JMJD2C inh,core dimer inh,Efflux pump inh,PP5 inh,procasp7 counter,PP1 inh,CTSL1 counter,TPT1 inh
O=C(Cc1c(F)cccc1Cl)N1CCN(C(=O)c2ccco2)CC1,7,6,2,-0.2,-0.5,-1,-1,-1,0
O=C(COC(=O)c1ccccc1NC(=O)c1ccco1)NC1CC1,0,-1,6,0.1,0.8,7,-1,-3,2

# Continued.
SMILES,proCasp3 act,JMJD2C inh,core dimer inh,Efflux pump inh,PP5 inh,procasp7 counter,PP1 inh,CTSL1 counter,TPT1 inh
COc1ccc(OC)c(NC(=O)C2CCCN(S(=O)(=O)c3cccc4nonc34)C2)c1 (configuration not stated),-1,-4,8,-0.1,0.9,-5,0,0,1
O=C1CSC(c2ccccc2[N+](=O)[O-])N1c1ccc(O)cc1 (configuration not stated),10,9,-1,0.0,-0.8,2,-5,2,2
COc1ccc(CNC(=O)C(OC(C)=O)c2ccccn2)cc1 (configuration not stated),1,-31,-2,0.0,-0.3,-4,-2,-29,-2
O=C(Nc1ccc(Cl)cc1C(=O)NCc1cccnc1)c1ccc(Cl)cc1Cl,-2,0,5,-0.4,3.6,5,0,4,0
O=C(N/N=C\c1ccc([N+](=O)[O-])s1)C1COc2ccccc2O1 (configuration not stated),-5,-3,0,-0.1,0.9,-13,0,4,0
COc1cc(C(=O)OCC(=O)Nc2cc(C)on2)c([N+](=O)[O-])cc1OC,2,-1,6,-0.2,0.8,5,0,-8,-2
CCNC(=S)NNC(=O)CC(C)C,12,0,4,0.0,-1.9,8,-5,3,2
O=C(Nc1nc(-c2ccccc2)cs1)c1cccnc1,4,4,-4,0.1,0.5,-4,-3,3,3
FC(F)(F)c1ccccc1NC1=NCCC1,4,26,1,0.1,-0.7,-2,0,-1,-1
O=C(C[n+]1ccccc1)N/N=C/c1ccc(C(=O)O)cc1,3,3,/,-0.2,1.1,14,1,/,/
O=C(c1ccccc1)c1ncc(C(F)(F)F)cc1Cl,-3,25,-3,0.2,0.1,4,2,-4,-1
CCOC(=O)CSc1nc(N2CCOCC2)c2c(c1C#N)CC(C)(C)N(C)C2,1,-4,-9,0.0,-4.4,-9,-7,5,-32
Cc1ccc(-n2[nH]c(=O)c(-c3ccccn3)c2C)cc1,3,10,-1,1.0,0.2,5,-2,3,2
COc1ccccc1N=C1SCC(=O)N1c1ccccc1OC,-9,2,-1,0.1,0.7,-8,-1,2,1
CC(NC(=O)C1CCN(C(=O)Nc2ccccc2)CC1)c1ccccc1Cl (configuration not stated),7,-6,/,-0.1,-0.1,-1,-1,/,/
C/C=C/C(=O)Nc1cccc(C2=NOC3(C2)C[C@@H](C(N)=O)N(C(=O)c2cc([N+](=O)[O-])cc([N+](=O)[O-])c2C)C3)c1 (some centres not stated),4,16,-8,-0.3,4.0,-11,2,0,-4
CC1CN(C(=S)Nc2ccc(F)cc2F)CC(C)O1 (configuration not stated),0,13,-1,0.0,1.2,3,-1,-2,0
Cc1ccc([N+](=O)[O-])cc1NC(=O)C(C)NS(=O)(=O)c1ccc(F)cc1 (configuration not stated),8,14,-1,-0.1,0.2,5,-3,-1,0
CCC(=O)c1ccccc1OCCN1CCN(Cc2ccccc2)CC1,5,4,1,-0.1,0.6,6,0,3,-1
CN1CCN(Cn2cc(/C=C/C(=O)c3ccccc3)c3ccccc32)CC1,-11,7,-6,-0.2,5.9,-31,11,2,17
COc1cc(CNCCCN2CCOCC2)ccc1OCC(=O)NC(C)(C)C,3,16,2,-0.2,-1.6,6,-3,2,2
Cc1cccc(CN2CCC(C(=O)Nc3ccc(-n4nc(C)cc4C)cc3)CC2)n1,0,-14,-5,0.0,1.5,9,1,-5,0
O=S(=O)(c1cccc(COc2c(Cl)cccc2Cl)c1)N1CCOCC1,-6,1,0,-0.1,1.9,0,1,0,-2
O=C(Nc1ccc2c(c1)OCO2)Nc1ccc(Br)cn1,-9,-2,6,0.4,2.4,-19,11,-6,-2

# An excerpt from above with just CTSL1 counter and JMJD2C inh:
Molecule	CTSL1 counter	JMJD2C inh
O=S(=O)(NCC(c1cccnc1)N1CCN(Cc2ccccc2)CC1)c1ccc(F)cc1 (configuration not stated)	0	?
C/C=C(\C)CN1CCCC(N(C)CCc2ccc(OC)c(OC)c2)C1 (configuration not stated)	-4	-7
COc1ccc(OC)c(NC(=O)C2CCCN(S(=O)(=O)c3cccc4nonc34)C2)c1 (configuration not stated)	0	-4
O=C1CSC(c2ccccc2[N+](=O)[O-])N1c1ccc(O)cc1 (configuration not stated)	2	9
COc1ccc(CNC(=O)C(OC(C)=O)c2ccccn2)cc1 (configuration not stated)	-29	-31
O=C(Nc1ccc(Cl)cc1C(=O)NCc1cccnc1)c1ccc(Cl)cc1Cl	4	0

# The list continues:
SMILES,proCasp3 act,JMJD2C inh,core dimer inh,Efflux pump inh,PP5 inh,procasp7 counter,PP1 inh,CTSL1 counter,TPT1 inh
FC(F)(F)c1cccc(Oc2nc(-c3ccccc3)nnc2C(F)(F)F)c1,1,0,-1,0.0,3.2,-7,-3,3,2
Cn1cc(Cl)c(C(=O)NNC(=S)Nc2cccc(Cl)c2)n1,-7,-4,-13,-0.1,4.3,-15,-4,1,-2
COc1ccc(C(OCC(O)CN2CCC(O)CC2)c2ccc(OC)cc2)cc1 (configuration not stated),10,-5,-4,-0.1,2.0,-8,-2,-2,1
O=C(NNC(=O)c1cccc(-n2cnnn2)c1)c1ccccc1,3,-2,4,-0.1,-1.1,-3,-6,-3,-3
COc1cccc(NC(=O)CSc2nnc(Cc3cccn3C)n2-c2ccc(F)cc2)c1,-10,-11&-10,1,0.3,2.5,-8,-1,1,-3
O=S(=O)(c1cccs1)N1CCN(Cc2nc3ccccc3s2)CC1,-8,-12,5,-0.2,-1.0,0,1,-2,2
CCn1ccnc1CNC(=O)c1ccc2oc(C(C)C)nc2c1,5,12,-6,0.1,0.8,5,0,0,-2
CCCCN(CCCC)CCCNC(=O)c1ccc2nc(-c3ccccc3NC(C)=O)c(=O)[nH]c2c1,2,2,6,0.1,-2.0,0,-3,1,-1
CCN(CC(=O)Nc1ccc(NC(C)=O)cc1)C(=O)c1c(-c2c(F)cccc2Cl)noc1C,1,-2,-5,0.0,2.6,3,-1,-2,0
Oc1[nH]c2ccc(Br)cc2c1N=Nc1ccc(F)cc1,-7,4,-11,0.2,2.7,2,8,1,6
Cc1cccc(C)c1OCC(=O)N(Cc1ccc(Cl)cc1)C1CCS(=O)(=O)C1 (configuration not stated),-1,5,3,-0.1,-0.7,4,-2,-1,0
Cc1ccc(SCC(=O)OCC(=O)N(C)CC(=O)Nc2ccccc2Cl)cc1,1,35,-5,0.1,1.2,3,-6,-4,0

# A different layout for some results above.
SMILES | proCasp3 act | JMJD2C inh | core dimer inh | Efflux pump inh | PP5 inh | procasp7 counter | PP1 inh | CTSL1 counter | TPT1 inh
O=C(COC(=O)c1ccccc1NC(=O)c1ccco1)NC1CC1 | 0 | -1 | 6 | 0.1 | 0.8 | 7 | -1 | -3 | 2
CCNC(=S)NNC(=O)CC(C)C | 12 | 0 | 4 | 0.0 | -1.9 | 8 | -5 | 3 | 2
O=C(C[n+]1ccccc1)N/N=C/c1ccc(C(=O)O)cc1 | 3 | 3 | / | -0.2 | 1.1 | 14 | 1 | / | /
O=C(N/N=C\c1ccc([N+](=O)[O-])s1)C1COc2ccccc2O1 (configuration not stated) | -5 | -3 | 0 | -0.1 | 0.9 | -13 | 0 | 4 | 0

# (more compounds)
SMILES,proCasp3 act,JMJD2C inh,core dimer inh,Efflux pump inh,PP5 inh,procasp7 counter,PP1 inh,CTSL1 counter,TPT1 inh
CCC(=O)NC(c1ccc(OC)cc1)c1cc(Cl)c2cccnc2c1O (configuration not stated),0,4,4,-0.2,0.4,-4,16*,-3,1
CCOC(=O)c1c(/N=C/C2=C(O)CC(C)(C)CC2=O)sc(C)c1C,-15,-41,-7,-0.1,1.5,1,-3,2,-1
Cc1ccc(CNC(=O)C2CCC(CNS(=O)(=O)c3cccs3)CC2)cc1 (configuration not stated),8,-7,10,-0.3,-0.1,5,-3,0,-1
C/C(=C(/CCO)SSCC1CCCO1)N(C=O)Cc1cnc(C)nc1N (configuration not stated),-10,/,-5,-0.1,-0.4,-21,-6,1,2

# This is a random part of the collection. Share with any hit: about 2.9%.
